KCNK3 block = human KCNK3 channel inhibition, primary screen | CHO-KCNK3 thallium flux, FluxOR fluorescence; hits give low values | O14649 | B-score at 10 µM | actives 0.84% (n = 340,000);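 active means B-score under library mean minus 4 SD, starting fluorescence ratio at most library mean plus 5 SD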;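 further: more negative B-score means stronger inhibition of thallium flux through KCNK3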
RGS4 inh = human RGS4 inhibition; P49798; HEK293 M3R/RGS4 inducible, Fluo-4 calcium flux; hits give high values; triggered by carbachol at its EC20; B-score at 10 µM; actives 0.45% (n = 310,000);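 active means B-score, a plate-corrected calcium signal, over three deviations above library mean, with baseline fluorescence within five deviations of library mean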;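 further: RGS4 expression induced by doxycycline in cells with stable M3 receptor; B-score is computed from the integrated fluorescence ratio over baseline after carbachol; higher B-score means a larger calcium signal and so more RGS4 inhibition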
RGS4 pot = RGS4 potentiation or activation. HEK293 M3R/inducible RGS4, carbachol calcium flux Fluo4; hits give low values. B-score at 10 µM. actives 0.92% (n = 310,000). AID 463111;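 active means B-score of the integrated calcium signal more than 4 SD below the library mean, with starting fluorescence not abnormally high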;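 further: negative B-score means reduced calcium response which marks RGS4 activation or potentiation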
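Also added: carbachol at ECmax as muscarinic agonist stimulus; Assay system: HEK293 cells with stable M3R and inducible RGS4; Timing: overnight RGS4 induction, 30 min dye load 37 °C, 20 min compound RT; Measured by: Fluo4-AM (2 µM) calcium-flux fluorescence, kinetic read.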
hERG rescue = shields human hERG channel from block by proarrhythmic agents. actives 0.51% (n = 310,000). Q12809. activation (rescue from dofetilide block), less the hit threshold, % at 10 µM. CHO-hERG, FluxOR thallium flux, dofetilide IC70 present;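 active means activation above the mean of controls blocked by dofetilide plus 5 SD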;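 further: thallium influx through hERG after potassium depolarization seen as dye fluorescence rise; in these data hits start at about 4.7%; inactives centre near -7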
ANO1 activ = activates or potentiates the mouse TMEM16A chloride channel; actives 0.3% (n = 340,000); B-score at 10 µM; HEK293 TMEM16A/YFP-H148Q/I152L, iodide quench fluorescence; hits give low values; Q8BHY3;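 active means fluorescence-ratio B-score plate-corrected deviation score at least 3 library SD below zero, with starting fluorescence score within 5 deviations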;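 further: channel opened by trigger with iodide after compound preincubation; score built on the fluorescence ratio of max minus min over baseline; more negative score means more quench and so TMEM16A activation or potentiation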
Target sequence (Q8BHY3 whole entry, looked up): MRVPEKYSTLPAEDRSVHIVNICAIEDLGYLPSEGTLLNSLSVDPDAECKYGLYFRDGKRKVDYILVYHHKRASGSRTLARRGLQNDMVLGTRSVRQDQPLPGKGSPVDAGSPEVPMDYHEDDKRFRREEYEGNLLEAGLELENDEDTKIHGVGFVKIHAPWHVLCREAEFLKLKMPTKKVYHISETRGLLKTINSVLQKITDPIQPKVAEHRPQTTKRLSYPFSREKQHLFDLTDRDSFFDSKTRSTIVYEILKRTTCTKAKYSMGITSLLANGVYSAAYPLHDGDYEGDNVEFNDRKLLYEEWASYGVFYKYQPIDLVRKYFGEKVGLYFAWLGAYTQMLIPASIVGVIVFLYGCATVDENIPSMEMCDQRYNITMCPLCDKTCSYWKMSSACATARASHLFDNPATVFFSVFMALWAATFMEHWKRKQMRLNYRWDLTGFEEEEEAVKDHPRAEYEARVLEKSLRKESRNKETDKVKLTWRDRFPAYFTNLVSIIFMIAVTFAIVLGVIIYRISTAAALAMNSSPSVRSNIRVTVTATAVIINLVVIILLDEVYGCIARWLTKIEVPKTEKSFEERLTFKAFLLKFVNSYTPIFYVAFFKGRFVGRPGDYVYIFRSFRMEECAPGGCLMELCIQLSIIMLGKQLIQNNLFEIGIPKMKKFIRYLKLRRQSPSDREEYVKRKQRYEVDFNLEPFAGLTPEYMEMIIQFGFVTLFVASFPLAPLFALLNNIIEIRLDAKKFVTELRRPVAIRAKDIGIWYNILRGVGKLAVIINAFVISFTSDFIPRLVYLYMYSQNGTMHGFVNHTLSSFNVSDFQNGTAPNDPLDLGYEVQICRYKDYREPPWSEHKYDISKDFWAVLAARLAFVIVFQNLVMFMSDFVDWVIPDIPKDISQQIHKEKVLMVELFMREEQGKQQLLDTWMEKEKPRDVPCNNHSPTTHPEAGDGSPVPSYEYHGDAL
MrgX1 allo act = allosterically activates human MrgX1 receptor signaling. AID 588675. MrgX1-HEK293, Fluo-4 calcium flux, FDSS; hits give high values. actives 0.63% (n = 310,000). Q96LB2. B-score at 10 µM;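 active means plate-corrected calcium response at least 3 library SD above typical, normal starting fluorescence, not activating the receptor alone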;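 further: compound read alongside a low EC10 to EC30 dose of BAM8-22 agonist; peak minus trough fluorescence over baseline measured at the second addition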
KCNQ1 act = human KCNQ1 channel potentiation or activation; AID 2648; B-score at 10 µM; CHO-K1 KCNQ1, thallium flux FluxOR fluorescence; hits give high values; actives 0.35% (n = 310,000);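 active means fluorescence ratio B-score, a plate-corrected score, at least three library SD, with initial intensity B-score within 5 SD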
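Medium – assay buffer, equal DMSO in all wells · Material – CHO-K1 cell line with stable KCNQ1 potassium channel expression · Signal – kinetic FluxOR thallium fluorescence, 10-s 1-Hz baseline, 110-s post-stimulus read · Compound – single concentration per compound, DMSO matched to controls · Schedule – 37 °C overnight plating, 90-min dark dye load, 20-min compound pretreatment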
MrgX1 ag = activates human MrgX1 receptor signaling. Q96LB2. MrgX1-HEK293 cells, Fluo-4 calcium fluorescence, agonist mode; hits give high values. B-score at 10 µM. actives 0.44% (n = 310,000). AID 588627;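 active means calcium response B-score plate-corrected fluorescence ratio at least 3 library SD, with starting fluorescence B-score inside 5 SD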
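Test system: HEK293 cells stably expressing human MrgX1 receptor; Input: fifteen thousand cells per well; Dosing: compound delivered in addition one of three; Schedule: overnight seeding, then 1 h dark dye loading; Technique: Fluo-4 NW calcium fluorescence; Measure: B-scored fluorescence response ratio; Controls: positive and negative controls per plate.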
KCNK9 inh = blocks the human KCNK9 two-pore domain potassium channel; HEK293 KCNK9, FluxOR thallium flux fluorescence; hits give low values; Q9NPC2; B-score at 10 µM; actives 1.2% (n = 310,000);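 active means ratio B-score over 3 SD below the library mean, with starting fluorescence within 5 SD of its mean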;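 further: negative B-score means less thallium flux so channel inhibition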
TMEM16A inh = blocks the mouse calcium-activated chloride channel TMEM16A; Q8BHY3; HEK293 TMEM16A/YFP iodide influx fluorescence, ionomycin; normalized B-score (activity score, 25-100; higher = stronger inhibition) at 10 µM; actives 1.2% (n = 310,000); AID 588511;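 active means ratio plate-corrected score three or more library SD toward inhibition, starting fluorescence score within five deviations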;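 further: score derived from kinetic fluorescence span divided by baseline fluorescence per well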
KCNQ1 block = blocks the human KCNQ1 potassium channel. B-score at 10 µM. AID 2642. actives 1.3% (n = 310,000). P51787. CHO-K1 KCNQ1, FluxOR thallium flux fluorescence; hits give high values;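 active means compounds whose thallium flux B-score, printed positive for inhibition, exceeds three library SD while starting fluorescence stays within three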;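 further: channel opened by potassium depolarization with thallium stimulus after 20 min compound exposure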
An asterisk follows results filed as active; i = inactive; . = not tested or not shown.

SMILES	KCNK3 block	RGS4 inh	RGS4 pot	hERG rescue	ANO1 activ	MrgX1 allo act	KCNQ1 act	MrgX1 ag	KCNK9 inh	TMEM16A inh	KCNQ1 block
C=CCNC(=O)c1ccc(CN2CCC(Cc3ccccc3)CC2)cc1	i	i	i	-6	i	i	i	i	i	i	i
N#Cc1ccc(NC(=O)Nc2cccc(C#N)c2)cc1	i	i	i	-26	i	i	i	i	i	i	7*
Cc1[nH][nH]c(=O)c1C(c1ccc(-c2ccccc2C(=O)O)o1)c1c(C)[nH][nH]c1=O	i	i	i	-5	i	i	i	i	i	i	i
COC(=O)c1ccc2c(=O)n(CCCCCC(=O)N3CCN(c4ccccc4)CC3)c(=O)[nH]c2c1	i	i	i	-17	i	i	i	i	i	i	i
Cc1ccc(S(=O)(=O)Nc2ccc(=O)n(Cc3ccc(Cl)c(Cl)c3)c2)cc1	i	i	i	-9	i	i	i	i	i	i	i
COc1ccc2c(c1)c(=O)c(C(=O)c1ccc(C)cc1)cn2CC(=O)Nc1ccc(F)cc1	i	i	i	-8	i	i	i	i	i	i	i
Cc1nc2scc(C)n2c(=O)c1S(=O)(=O)NCCc1ccccc1	i	i	i	-5	i	i	i	i	i	i	i
Oc1ccccc1C=NC1=NN(c2cccc(C(F)(F)F)c2)CC1	i	i	i	-15	i	i	i	i	i	i	i
O=C(COC(=O)c1ccc(Cl)c(S(=O)(=O)N2CCN(c3ccc(F)cc3)CC2)c1)Nc1cccc(Cl)c1	i	i	i	-1	i	i	i	i	i	i	i
COC(=O)CSc1nc2ccccc2o1	i	i	i	-3	i	i	i	i	i	i	i
O=C(NCc1ccccc1)C1CCN(S(=O)(=O)c2cc([N+](=O)[O-])ccc2Cl)CC1	i	i	i	-8	i	i	i	i	i	i	i
O=C(COc1ccccc1)Nc1ccc2c(c1)Cc1cc(NC(=O)COc3ccccc3)ccc1-2	i	i	i	1	i	i	i	i	i	i	i
Nc1cccc2c1C(=O)N(CCOc1ccccc1F)C2=O	i	i	i	-13	i	i	i	i	i	i	i
O=C(Nc1ccc2oc(-c3ccc(F)cc3)nc2c1)c1ccccc1F	i	i	i	-4	i	i	i	i	i	i	i
Cc1c(NC(=O)Cn2[nH]c(=O)c3ccccc3c2=O)c(=O)n(-c2ccccc2)n1C	i	i	i	-4	i	i	i	i	i	i	i
CCOC(=O)c1c(NC(=O)CN2C(=O)NC3(CCCCC3)C2=O)sc(C)c1-c1ccc(C)cc1	i	i	i	-14	i	i	i	i	i	i	i
COc1ccc(-n2c(=O)c3c4c(sc3n(Cc3cccc(F)c3)c2=O)CN(C(C)=O)CC4)c(OC)c1	.	i	i	-12	.	i	i	i	i	i	i
COc1ccc2[nH]cc(CCNS(=O)(=O)c3ccc(NC(C)=O)cc3)c2c1	i	i	i	-7	i	i	i	i	i	i	i
CCN1CCN(C(=O)/C=C/c2ccccc2[N+](=O)[O-])CC1	i	i	i	-9	i	i	i	i	i	i	i
Cc1ccccc1N(CC(=O)NC1CCCC1)C(=O)c1oc(C(C)(C)C)cc1C	i	i	i	-9	i	i	i	i	i	i	i
Cc1sc2nc(CN3CCOCC3)nc(NS(=O)(=O)c3ccc4c(c3)OCCO4)c2c1C	i	i	i	-13	i	i	i	i	i	i	i
Cc1ccc(NC(=O)c2cnn(C)c2)cc1[N+](=O)[O-]	i	i	i	-7	i	i	i	i	i	i	i
O=C(CCN=C1NS(=O)(=O)c2ccccc21)OCC(=O)c1ccccc1Cl	i	i	i	-13	i	i	i	i	i	i	i
Cc1cc(C)cc(NC(=O)CSc2nc(N)c(NC(=O)c3ccc(Br)o3)c(=O)[nH]2)c1	i	i	i	-6	i	i	i	i	i	i	i
Cc1ccc(OCCCC(=O)Nc2ccccc2C(F)(F)F)cc1	i	i	i	-5	i	i	i	i	i	i	i
CCc1ccc(C2CC(=O)N(c3ccc(F)cc3)C3=C2C(=O)OC3)cc1 (centres undefined)	i	i	i	-7	i	i	i	i	i	i	i
CC(CCc1ccco1)NC(=O)CCc1nnc2ccc(NCc3ccccc3Cl)nn12 (centres undefined)	i	i	i	-8	i	i	i	i	i	i	i
O=C(Nc1nc2n(n1)C(c1ccc(F)cc1)CC(c1ccccc1)N2)c1ccco1 (centres undefined)	i	i	i	-9	i	i	i	i	i	i	i
CCCC(=O)O[C@H]1C[C@@H](C)N(C(=O)c2ccccc2)c2ccc(C)cc21	i	.	.	.	i	i	.	i	.	i	.
COC(=O)Cn1c(=N)n(CCN2CCCCC2)c2ccccc21	i	i	i	-5	i	i	i	i	i	i	i
O=S(=O)(Nc1ccc(-c2ccc3nncn3n2)cc1)c1cccs1	i	i	i	-15	i	i	i	i	i	i	i
COCC1CCN(C(=O)c2cc(COc3cc(C)c(Cl)c(C)c3)on2)C1 (centres undefined)	i	i	i	-5	i	i	i	i	i	i	i
Nc1nc(NCC(=O)O)nc(NCc2ccccc2)c1[N+](=O)[O-]	i	i	i	-5	i	i	i	i	i	i	i
O=C(CCOc1ccccc1)Nc1ccc(S(=O)(=O)N2CCCC2)cc1	i	i	i	-4	i	i	i	i	i	i	i
NS(=O)(=O)c1ccc(CCNS(=O)(=O)c2cccc3cccnc23)cc1	i	i	i	-6	i	i	i	i	i	i	i
CCOc1ccc(NC(=O)/C(=C\c2ccc(OC(C)=O)c(OC)c2)NC(C)=O)cc1	i	i	i	-6	i	i	i	i	i	i	i
Cc1ccc(S(=O)(=O)Nc2cc(C(=O)NCCN(C)C)ccc2N2CCCC2)cc1	i	i	i	-4	i	i	i	i	i	i	i
COC(=O)c1ccc(NC(=O)C23CC4CC(C2)CC(n2cnc(Cl)n2)(C4)C3)cc1	i	i	i	-9	i	i	i	i	i	i	i
O=C(COC(=O)c1ccc[nH]c1=O)NC1CCCCCC1	i	i	i	-2	i	i	i	i	i	i	i
C=CCOC(=O)C(C#N)c1nc2ccccc2nc1N1CCCC1 (centres undefined)	i	i	i	-8	i	i	i	i	i	i	i
CCSc1nnc(NC(=O)C2CC2c2ccccc2)s1 (centres undefined)	i	i	i	-8	i	i	i	i	i	i	i
N#Cc1c(-c2ccco2)nc(SCC(=O)Nc2ccc(S(N)(=O)=O)cc2)[nH]c1=O	.	i	i	2	.	i	i	i	i	i	i
COc1ccc(C(=O)/C=C/c2ccc(N3CCCCC3)c([N+](=O)[O-])c2)cc1	i	i	i	-12	i	i	i	i	i	i	i
COCCN=C1Sc2nc3cc4c(cc3cc2CN1CC1CCCO1)OCO4 (centres undefined)	i	i	i	-8	i	i	i	i	i	i	i
O=C(NCc1ccccn1)C(=O)NN=C1CCCCCCCCCCC1	i	i	i	-5	i	i	i	i	i	i	i
CSCCC(NC(=O)c1ccccc1Br)C(=O)NCCCn1nc(C)cc1C (centres undefined)	i	i	i	-16	i	i	i	i	i	i	i
Cc1ccc(C2=NS(=O)(=O)N(C)C(C(=O)Nc3cc(C)n(CC(=O)N4CCC(C)CC4)n3)=C2)cc1	i	i	i	-8	i	i	i	i	i	i	i
CCOC(=O)Cc1csc(NC(=O)CS(=O)(=O)Cc2ccccc2)n1	i	i	i	-13	i	i	i	i	i	i	i
O=C(N/N=C/c1ccc(-c2cccc([N+](=O)[O-])c2)o1)[C@H]1C[C@@H]1c1ccccc1	i	5.7*	i	-8	i	i	i	i	-10*	i	i
Cc1oc(S(=O)(=O)N2CCCCC2)cc1NC(=O)Nc1ccccc1	i	i	i	-3	i	i	i	i	i	i	i

The last two records of the part before come first, to join the parts.
SMILES	KCNK3 block	RGS4 inh	RGS4 pot	hERG rescue	ANO1 activ	MrgX1 allo act	KCNQ1 act	MrgX1 ag	KCNK9 inh	TMEM16A inh	KCNQ1 block
O=C(N/N=C/c1ccc(-c2cccc([N+](=O)[O-])c2)o1)[C@H]1C[C@@H]1c1ccccc1	i	5.7*	i	-8	i	i	i	i	-10*	i	i
Cc1oc(S(=O)(=O)N2CCCCC2)cc1NC(=O)Nc1ccccc1	i	i	i	-3	i	i	i	i	i	i	i
CC1(C(=O)Nc2nnc(C(C)(C)C)s2)Cc2ccccc2C(=O)O1 (centres undefined)	i	i	i	-11	i	i	i	i	i	i	i
CC1CC(C)(C)Nc2ccc(OC(=O)c3ccco3)cc21 (centres undefined)	i	i	i	-5	i	i	i	i	i	i	i
CC(C)CCN1C(=O)c2cccc3c(N)ccc(c23)C1=O	i	i	-7.8*	-42	i	i	i	i	i	i	24*
CCCC1CCc2[nH]nc(C(=O)NN)c2C1 (centres undefined)	i	.	.	.	i	i	.	i	.	i	.
Cc1ccc(-c2nnc(OCc3nc4ccccc4n3C)c3ccccc23)cc1	i	i	i	-10	i	i	i	i	i	i	i
CCOc1ccc(NC(=O)c2ccc(NC(=O)CSc3nc4ccccc4c(=O)[nH]3)cc2)cc1	i	i	i	4.7*	i	i	i	i	i	i	i
CC(C)OC(=O)CSc1nc(Cc2cccs2)nc2ccccc12	i	i	i	-16	i	i	i	i	-12*	i	i
CCOc1ccc2nc(NC(=O)c3ccc(C)o3)sc2c1	i	i	i	-9	i	i	i	i	i	i	i
CC1CCN(C(=O)COc2cccc3c2CCN(Cc2ccccc2)C3=O)CC1	i	i	i	-16	i	i	i	i	i	i	i
Cc1cccc(C)c1OCCSc1n[nH]c(N)n1	i	i	i	-5	i	i	i	i	i	i	i
Cc1ccccc1NC(=S)NCCc1ccccn1	i	i	i	-9	i	i	i	i	i	i	i
Clc1ccc(CSc2nncn2-c2ccccn2)cc1	i	i	i	-4	i	i	i	i	i	i	i
CCn1c(CC(=O)Nc2cccc(OC)c2)nnc1SCC(=O)N1CCN(c2ccccc2)CC1	i	i	i	-15	i	i	i	i	i	i	i
COC(=O)CCN(C(=O)c1ccc(OC(C)=O)cc1)c1ccccn1	i	i	i	-4	i	i	i	i	i	i	i
CCCC1c2ccc(C)n2CCN1C(=O)Nc1ccc(F)cc1 (centres undefined)	i	i	i	-9	i	i	i	i	i	i	i
Nn1c(SCC(=O)Nc2nccs2)nnc1C1CC1	i	i	i	-8	i	i	i	i	i	i	i
CCOc1ccc(S(=O)(=O)n2cc(-c3ccc(F)cc3)c(N)n2)cc1	i	i	i	-11	i	i	i	i	i	i	i

No enrichment for hits; any-hit rate near 6.3%.
